# High-throughput results: PubChem, several laboratories
# STAT1 act – STAT1 signaling activators, primary screen, cell-based, HTS, luciferase reporter | activation (% of control), % at 5.5 µM | NIH 3T3 STAT1-luciferase reporter, IFN-gamma, luminescence; 100% = IFN-gamma alone, no compound | actives 2.6% (n = 200,000);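 active = activation above the screen-wide mean activation plus 3 SD, cut at about 130% in these data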;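 note: raw ratio to IFN-gamma control signal so 100% means no change and 0% no light; values of inactives mirror those of a sister screen read the other way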
# APP 5'UTR act – activators of APP 5'UTR luciferase reporter, primary screen, SH-SY5Y cells; actives 1% (n = 190,000); activation, % at 2 µM; SH-SY5Y APP 5'UTR luciferase reporter, luminescence; zero percent = DMSO vehicle wells;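 active = activation above a set limit, based on mean plus 3 SD of controls, cut at about 140% in these data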; note: values of inactives mirror those of a sister screen read the other way
# ROMK mod – ROMK potassium channel modulators, primary screen, cell-based, thallium flux, MLSMR library. actives 2% (n = 130,000). ATP-sensitive inward rectifier potassium channel 1 (Homo sapiens), P48048. AID 1918, 2009. B-score at 10 µM. Tet-inducible ROMK, thallium flux fluorescence; actives lie on both sides;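 active = signal ratio slope over the read window, or its plate-corrected B-score, at least 3 SD from the plate mean, either direction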;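 note: B-score of the F/F0 ratio slope over 7 to 12 s after thallium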
# Target sequence (P48048 whole entry, looked up): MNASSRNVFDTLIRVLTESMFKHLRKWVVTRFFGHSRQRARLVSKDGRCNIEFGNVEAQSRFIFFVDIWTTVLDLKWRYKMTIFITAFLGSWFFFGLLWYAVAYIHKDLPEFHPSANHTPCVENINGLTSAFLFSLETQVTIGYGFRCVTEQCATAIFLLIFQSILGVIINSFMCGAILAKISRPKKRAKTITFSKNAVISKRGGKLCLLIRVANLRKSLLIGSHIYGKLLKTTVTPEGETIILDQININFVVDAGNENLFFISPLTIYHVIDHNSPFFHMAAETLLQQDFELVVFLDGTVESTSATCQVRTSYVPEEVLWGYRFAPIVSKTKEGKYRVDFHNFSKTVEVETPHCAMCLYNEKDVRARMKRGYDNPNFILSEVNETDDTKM
# FLuc inh counter – firefly luciferase enzyme inhibitors, primary screen, artefact control for luciferase-based inhibitor screens, biochemical, luminescence, ATPLite. Luciferin 4-monooxygenase (Photinus pyralis), P08659. 10 min. inhibition, % at 10 µM. actives 1.5% (n = 200,000). AID 1006, 2008;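 active = inhibition above about 50% when tested at 10 µM, limit read from the data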
# Target sequence (P08659 whole entry, looked up): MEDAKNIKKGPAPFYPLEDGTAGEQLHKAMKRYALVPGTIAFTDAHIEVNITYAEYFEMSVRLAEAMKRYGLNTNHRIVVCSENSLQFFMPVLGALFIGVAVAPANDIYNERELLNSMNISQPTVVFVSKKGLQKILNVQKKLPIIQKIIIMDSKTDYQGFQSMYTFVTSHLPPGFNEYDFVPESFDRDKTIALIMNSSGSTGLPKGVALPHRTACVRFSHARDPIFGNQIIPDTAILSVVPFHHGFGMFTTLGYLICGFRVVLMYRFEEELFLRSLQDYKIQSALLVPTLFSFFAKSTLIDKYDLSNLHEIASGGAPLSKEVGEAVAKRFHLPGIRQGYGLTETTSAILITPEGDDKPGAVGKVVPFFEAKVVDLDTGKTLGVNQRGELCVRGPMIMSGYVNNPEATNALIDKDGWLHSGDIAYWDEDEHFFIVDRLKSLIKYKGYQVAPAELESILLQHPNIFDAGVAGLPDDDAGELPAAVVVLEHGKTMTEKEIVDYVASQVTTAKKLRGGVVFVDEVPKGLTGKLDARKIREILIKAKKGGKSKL
# APP transl inh – inhibitors of APP translation via 5'UTR reporter, primary screen, APP 5'UTR luciferase, SH-SY5Y cells | SH-SY5Y APP 5'UTR-luciferase reporter, luminescence | inhibition, % at 2 µM | actives 0.82% (n = 190,000);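 active = inhibition above a set limit, derived from the sample mean plus 3 SD, cut at about 45% in these data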; note: values of inactives mirror those of a sister screen read the other way
# STAT1 blocker – STAT1 signaling inhibitors, primary screen, cell-based, HTS, luciferase reporter; AID 920, 2007; inhibition, % at 5.5 µM; actives 0.35% (n = 200,000); NIH 3T3 STAT1-luciferase reporter, IFN-gamma, luminescence;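 active = inhibition above a set limit, the mean inhibition across all tested compounds plus 3 SD, cut at about 34% in these data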;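 note: 0% = IFN-gamma with DMSO and 100% = IFN-gamma with 300 µM nifuroxazide; values of inactives mirror those of a sister screen read the other way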
# STAT3 act – IL-6 driven STAT3 reporter potentiators, primary screen, U3A cells, luciferase, luminescence, MLSCN library; IL-6 STAT3-luciferase reporter; 100% = signal with IL-6 EC80 alone; activation (% of control), % at 5.6 µM; actives 0.91% (n = 190,000); AID 871, 2007;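 active = activation above the screen-wide mean of compound activation plus 3 SD, cut at about 130% in these data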;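 note: 0% = background luminescence of wells with medium and substrate only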
#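 System – human U3A cells carrying STAT3-luciferase construct · Probe or stimulus – Interleukin-6, 33 ng/mL · Schedule – compound 1 h, then IL-6 6 h at 37 °C · Signal – luminescence from STAT3-driven luciferase reporter · Evaluation – percent of IL-6-only median luminescence · Benchmarks – IL-6-only high control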
# STAT3 blocker – IL-6 driven STAT3 reporter inhibitors, primary screen, U3A cells, luciferase, luminescence, MLSCN library | IL-6 STAT3-luciferase reporter; host cell line lacks STAT1 | inhibition, % at 5.5 µM | actives 0.89% (n = 190,000);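 active = inhibition above the mean inhibition across all screened compounds plus 3 SD, cut at about 44% in these data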;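 note: 0% = DMSO only wells and 100% = 100 µM nifuroxazide control wells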
# FLuc act counter – FLuc activators, initial screening, artefact control for FLuc-dependent activation tests, biochemical, ATPlite luminescence; Luciferin 4-monooxygenase (Photinus pyralis), P08659; ATPlite luciferase biochemical, 10 min; 0 = ATP-free wells, 1 = DMSO control; activation factor at 10 µM; 200,000 tested, under 10 active;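 active = luciferase activation factor, scaled between plate controls, of at least 2 with compound at 10 µM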
#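 Material: Luciferase/luciferin reagent mix; Doses: test compounds dosed from 2 mM stocks in 100% DMSO; Schedule: 10 min incubation after luciferase reagent addition, room temperature; Measured by: luminescence from luciferase reaction; Read-out: luminescence gain marking luciferase activators.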
# NF-kB neuron act – activators of NF-kB expression in neurons, primary screen, cell-based, HTS | human neuronal cells, NF-kB reporter expression; stronger effect = higher value | fold change at 12.5 µM | actives 1.6% (n = 190,000) | AID 1239, 2008; in the data active = fold change above about 3.3
# Active calls of the source: *; x = no result given.
SMILES,STAT1 act,APP 5'UTR act,ROMK mod,FLuc inh counter,APP transl inh,STAT1 blocker,STAT3 act,STAT3 blocker,FLuc act counter,NF-kB neuron act
CCOC(=O)c1sc2nc(SCC#N)n(CC3CCCO3)c(=O)c2c1C (configuration not stated),95,5,0.17,-5,-5,4,89,17,1.1,1.1
Cc1cccc(-c2n[nH]c(=S)n2/N=C/c2ccc(C)s2)c1,106,3,2,-4,-3,-6,101,-4,1,1.2
CCOC(=O)CN(Cc1ccc(OC)c(OC)c1)S(=O)(=O)c1ccc(OC)cc1,99,-12,-0.73,-7,12,2,100,-3,1.1,0.88
Cc1ccccc1OCC(=O)OCC(=O)Nc1ccc(N2CCOCC2)cc1,98,-7,-0.25,-3,6,1,96,7,1,1.3
O=C(O)CNC(=O)c1ccc(S(=O)(=O)N2CCOCC2)cc1,95,8,1.9,-7,-8,6,97,4,1.1,1.2
O=C(CC12CC3CC(CC(C3)C1)C2)NC(=S)NCc1ccccc1,98,13,x,-3,-13,3,95,2,1,1.1
O=C1C2C(C(=O)N1/N=C/c1cc(Br)cc([N+](=O)[O-])c1O)C1C=CC2C12CC2 (configuration not stated),106,17,x,37,-17,-7,110,-1,0.6,1.2
COc1ccccc1NS(=O)(=O)c1ccc(O)c(C(=O)OCc2cccc([N+](=O)[O-])c2)c1,103,9,-1.7,-4,-9,-3,107,-7,1,1
CC(/C=C/C=C/c1ccccc1)=N/NC(=O)CNc1ccccc1C,88,-4,0.37,-2,4,14,95,4,1,1.4
CCc1ccc(OCC(=O)N(C)C2CCS(=O)(=O)C2)cc1 (configuration not stated),92,-2,x,1,2,9,96,9,1,1.1
O=C(COC(=O)c1cc(-c2ccccc2Cl)nc2ccccc12)Nc1ncc(C(F)(F)F)cc1Cl,97,-49,x,-4,49*,3,103,2,1,0.87
Cn1c(=O)c2ncn(CC(=O)Nc3ccc4c5c(cccc35)CC4)c2n(C)c1=O,95,-27,x,-5,27,5,107,-7,1,0.9
CCC(Sc1nc2ccccc2c(=O)[nH]1)C(=O)Nc1ccc(C(C)=O)cc1 (configuration not stated),111,59,0.63,-1,-59,-12,103,2,1,2.1
O=C(Cn1c(=O)sc2ccccc21)Nc1ccc(O)cc1,95,-4,-1.3,-1,4,5,132,-37,1,0.88
COCCNCC(=O)Nc1nc(C)cs1,94,0,-0.54,-6,0,4,98,4,1.1,1.1
Cc1onc(-c2c(F)cccc2Cl)c1C(=O)NCc1cccs1,98,-8,x,-6,8,2,100,1,1.1,1.1
Cc1ccoc1C(=O)N1CCCC(CCC(=O)N2CCN(c3ccccn3)CC2)C1 (configuration not stated),93,0,0.023,3,0,6,97,8,1,1.2
O=C(Nc1cnn(Cc2c(Cl)cccc2Cl)c1)c1ccc([N+](=O)[O-])cc1,106,57,1.2,-4,-57,-7,93,14,1,1.8
CNC(=S)Nc1ccc(OCc2ccccc2)cc1,115,17,-0.051,4,-17,-19,98,8,1,1.4
CCOC(=O)C1CCCN(C(=O)C2CCCN(S(C)(=O)=O)C2)C1 (configuration not stated),105,x,x,-1,x,-5,103,3,1,1.1
Oc1ccc(NCc2ccccc2OCc2ccccc2F)cc1,102,4,0.49,-1,-4,-2,90,12,1,1.1
Cc1nc2cc(NC(=O)c3ccc(N4C(=O)CCC4=O)cc3)ccc2s1,85,-5,-0.14,8,5,16,95,10,0.9,1.2
COCCN(C(=O)CSc1nnc(C)n1-c1ccccc1)c1c(N)n(Cc2ccccc2)c(=O)[nH]c1=O,102,-10,2,0,10,-2,106,-3,1,1.1
Cc1cccc(C)c1NC(=O)CN(C)c1ccc(C(F)(F)F)cn1,95,16,1.2,-8,-16,5,101,-4,1.1,1
CCSc1nnc(NC(=O)c2cccc(S(=O)(=O)N(C)c3ccc(C)cc3)c2)s1,97,2,x,-17,-2,3,96,0,1.2,0.84
# More compounds follow:
SMILES,STAT1 act,APP 5'UTR act,ROMK mod,FLuc inh counter,APP transl inh,STAT1 blocker,STAT3 act,STAT3 blocker,FLuc act counter,NF-kB neuron act
CC(C)(C)C1CCc2c(sc(NC(=O)CSc3ncn[nH]3)c2C#N)C1 (configuration not stated),111,-14,0.88,-1,14,-7,104,-2,1,1
Cc1cc2n(n1)C(c1ccc(N(C)C)cc1)Nc1ccccc1-2 (configuration not stated),104,-3,x,-1,3,-4,89,17,1,2.2
CCC(COC)NCc1cn(-c2ccc(F)cc2F)nc1-c1ccccc1C (configuration not stated),108,-4,-1.3,-10,4,-11,108,-7,1.1,1
COc1ccc(CCN(C)CCCC(C#N)(c2cc(OC)c(OC)c(OC)c2)C(C)C)cc1OC (configuration not stated),93,1,x,-6,-1,7,102,0,1.1,1.1
CN(C)S(=O)(=O)c1ccc(Cl)c(NC(=O)CN2CCNC(=O)C2)c1,105,19,1.2,0,-19,-7,103,-2,1,1.1
COc1ccc(-c2nnc(SCc3ccccc3)n2N)cc1,114,32,-0.23,2,-32,-15,102,0,1,1.6
Cc1nc(N2CCCCC2)c2ccsc2n1,96,-43,x,-4,42,4,111,-10,1,0.91
CCC(=O)Nc1cc(Cl)ccc1C(=O)O,97,-1,0.46,-2,1,4,98,-1,1,1.3
CCOc1[nH]n(-c2ccccc2)c(=O)c1C=NCc1ccncc1,96,-49,-1.7,-4,49*,4,102,0,1,1.2
CC(NC(=O)c1ccc(N2CCCC2=O)cc1)c1ccccc1 (configuration not stated),97,2,x,-4,-2,3,94,18,1,1.2
COc1ccc(Nc2nc3ccccc3s2)cc1,159*,164*,0.00073,21,-164,-61,98,5,0.8,7.2*
CCN(CCNC(=O)c1cccc(N2CCCC2=O)c1)c1ccccc1,103,-11,0.47,5,11,-3,96,11,0.9,1
CCCC(C(=O)Nc1nccs1)c1ccccc1 (configuration not stated),98,7,x,-7,-7,3,99,5,1.1,0.97
OCCC1CN(Cc2c(O)ccc3ccccc23)CCN1CCc1ccccc1 (configuration not stated),98,14,-1.1,-3,-14,3,123,-28,1,0.96
Cc1cccc(-c2noc(CN(C(=O)c3ccc4c(c3)OCO4)C(C)C)n2)c1,101,-2,-0.49,0,2,-1,97,8,1,1
Cc1ccc(NC(=O)C2CC(=O)N(Cc3ccccc3)C2)cc1S(=O)(=O)N1CCCCCC1 (configuration not stated),99,1,x,-6,-2,1,94,12,1.1,0.62
O=c1c(N2CCCCC2)coc2ccccc12,109,2,-0.94,0,-2,-10,94,7,1,1.8
COC(=O)c1sc(NC(=O)c2oc3ccccc3c2C)nc1C,144*,27,0.31,6,-27,-48,128,-30,0.9,2.5
c1ccc2c(-c3c[nH]c4ccccc34)c3ccccc3nc2c1,97,18,x,-7,-18,3,92,19,1.1,1.2
O=C1C2CC(O)CN2C(=O)N1c1ccccc1 (configuration not stated),96,3,-0.31,-7,-3,4,100,7,1.1,1.4
COc1ccc(N(C(=O)Nc2ccc(Cl)cc2)C2=NCCC2)cc1,102,13,x,-10,-13,-2,101,9,1.1,1.7
CNC(=O)NC(=O)C(C)N1CCN(C/C=C/c2ccccc2)CC1 (configuration not stated),99,20,0.014,-4,-20,-1,99,5,1,1.1
CCNC(=O)NC(=O)C(C)OC(=O)c1oc2ccc(OCC)cc2c1C (configuration not stated),106,3,-0.25,-2,-3,-7,102,3,1,1
CCOC(=O)N1CCN(Cc2nc(Cc3cccc(F)c3)no2)CC1,100,12,0.96,-2,-12,-1,95,10,1,1.1
O=C(CSC1=NCCS1)Nc1ccnc2ccccc12,70,24,x,-7,-24,32,49,64*,1.1,0.78
CN(C(=O)COC(=O)c1nc(-c2ccccc2)n(-c2ccccc2)n1)C1CCS(=O)(=O)C1 (configuration not stated),99,8,x,-1,-8,1,99,9,1,1.1
O=C(Nc1cc(C(F)(F)F)ccc1N1CCOCC1)c1ccc(Cl)nc1,95,3,-0.37,-2,-4,6,97,9,1,0.9
C/C(=N/OCC(=O)NCCCCCCNC(=O)CO/N=C(/C)c1cccs1)c1cccs1,92,-2,-1.7,1,2,9,83,18,1,0.99
C/C(=N\N1C(=O)c2ccccc2NC1c1ccccc1)c1ccccc1O (configuration not stated),140*,105,0.32,-1,-105,-46,76,32,1,1.5
COc1ccc2cnn(CCOc3cc(C)ccc3C(C)C)c(=O)c2c1OC,94,20,-1.5,-8,-20,6,99,9,1.1,1.1

# For convenience, part of the list above.
SMILES,STAT1 act,APP 5'UTR act,ROMK mod,FLuc inh counter,APP transl inh,STAT1 blocker,STAT3 act,STAT3 blocker,FLuc act counter,NF-kB neuron act
CC(C)(C)C1CCc2c(sc(NC(=O)CSc3ncn[nH]3)c2C#N)C1 (configuration not stated),111,-14,0.88,-1,14,-7,104,-2,1,1
Cc1cc2n(n1)C(c1ccc(N(C)C)cc1)Nc1ccccc1-2 (configuration not stated),104,-3,x,-1,3,-4,89,17,1,2.2
CCC(COC)NCc1cn(-c2ccc(F)cc2F)nc1-c1ccccc1C (configuration not stated),108,-4,-1.3,-10,4,-11,108,-7,1.1,1
COc1ccc(CCN(C)CCCC(C#N)(c2cc(OC)c(OC)c(OC)c2)C(C)C)cc1OC (configuration not stated),93,1,x,-6,-1,7,102,0,1.1,1.1
CN(C)S(=O)(=O)c1ccc(Cl)c(NC(=O)CN2CCNC(=O)C2)c1,105,19,1.2,0,-19,-7,103,-2,1,1.1
COc1ccc(-c2nnc(SCc3ccccc3)n2N)cc1,114,32,-0.23,2,-32,-15,102,0,1,1.6
Cc1nc(N2CCCCC2)c2ccsc2n1,96,-43,x,-4,42,4,111,-10,1,0.91
CCC(=O)Nc1cc(Cl)ccc1C(=O)O,97,-1,0.46,-2,1,4,98,-1,1,1.3
CCOc1[nH]n(-c2ccccc2)c(=O)c1C=NCc1ccncc1,96,-49,-1.7,-4,49*,4,102,0,1,1.2
CC(NC(=O)c1ccc(N2CCCC2=O)cc1)c1ccccc1 (configuration not stated),97,2,x,-4,-2,3,94,18,1,1.2
COc1ccc(Nc2nc3ccccc3s2)cc1,159*,164*,0.00073,21,-164,-61,98,5,0.8,7.2*
